ABCB1 block: blocks JC-1 efflux by human ABCB1 transporter. CCRF-Adr cells, flow cytometry. inhibition, % at 6.6 µM. actives 0.067% (n = 190,000); in the data active = inhibition above about 40%;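 also: 0% = vehicle and 100% = reference inhibitor; higher value means more JC-1 retained so stronger ABCB1 efflux block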
RGS4-Gao reg: modulates binding of RGS4 to human Galphao. AID 1415. actives 0.33% (n = 220,000). P09471. Multiplexed bead flow cytometry; actives lie on both sides. binding response (% of control), % at 10 µM; in the data active = binding response below about 49% or above about 150%; inactive = in between;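 also: fluorescent Galphao activated with aluminum fluoride binding bead-coupled RGS4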
RGS8-Gao reg: modulates binding of RGS8 to human Galphao; P09471; multiplexed bead flow cytometry; actives lie on both sides; response (percent of control binding), % at 10 µM; actives 0.34% (n = 220,000); in the data active = response below about 60% or above about 140%; inactive = in between;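 also: Galphao activated as the GDP aluminium fluoride complex binding bead-coupled RGS8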
RGS7-Gao reg: regulators of human RGS7-Galphao interaction; P09471; Multiplexed bead flow cytometry, RGS7-Galphao binding; actives lie on both sides; binding response (% of control), % at 10 µM; actives 0.35% (n = 220,000); AID 1439; in the data active = binding response below about 49% or above about 150%; inconclusive = no clear call, values can overlap the other calls; inactive = in between;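 also: fluorescent Galphao held in activated GDP-AlF4 state binding bead-coupled RGS7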
ABCG2 block: human ABCG2 inhibition, ABCB1 as counter-screen; Q9UNQ0; IgMXP3 cells, JC-1 efflux, flow cytometry; inhibition, % at 6.6 µM; actives 0.1% (n = 190,000);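 active = inhibition above 80%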;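 also: 0% = DMSO and 100% = nicardipine control wells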
Target sequence (Q9UNQ0 whole entry, looked up): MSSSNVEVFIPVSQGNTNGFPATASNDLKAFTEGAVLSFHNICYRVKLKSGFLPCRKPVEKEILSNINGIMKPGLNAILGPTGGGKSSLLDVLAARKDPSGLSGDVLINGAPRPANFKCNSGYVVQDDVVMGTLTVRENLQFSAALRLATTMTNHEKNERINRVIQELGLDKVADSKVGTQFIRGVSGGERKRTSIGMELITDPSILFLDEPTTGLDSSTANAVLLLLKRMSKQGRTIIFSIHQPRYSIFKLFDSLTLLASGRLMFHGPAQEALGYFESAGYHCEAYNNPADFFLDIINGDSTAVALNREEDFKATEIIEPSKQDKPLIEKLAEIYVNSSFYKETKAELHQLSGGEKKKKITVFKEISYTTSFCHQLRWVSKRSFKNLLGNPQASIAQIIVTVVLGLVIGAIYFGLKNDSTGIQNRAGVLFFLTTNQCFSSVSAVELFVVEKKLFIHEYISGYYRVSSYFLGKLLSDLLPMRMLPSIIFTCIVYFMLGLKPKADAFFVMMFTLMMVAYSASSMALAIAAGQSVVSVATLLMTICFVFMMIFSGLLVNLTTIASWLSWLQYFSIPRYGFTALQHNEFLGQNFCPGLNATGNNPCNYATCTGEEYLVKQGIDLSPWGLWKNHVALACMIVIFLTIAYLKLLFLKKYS
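Test system: IgMXP3 (ABCG2) plus far-red-tagged CCRF-Adr (ABCB1) cells. Reagent: JC-1 dye as substrate. Timing: 10 min exposure at 25 °C with rotation, no wash. Measured by: flow cytometric JC-1 green MFI at 530 nm. Read-out: percent efflux inhibition, scaled nicardipine 100% to DMSO 0%. Control set: nicardipine and DMSO wells.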
Bfl-1 Bim block: inhibitors of Bim-Bfl-1 interaction, human | Q16548 | Bead-based flow cytometry, Bim-Bfl-1 binding inhibition | inhibition, % at 10 µM | actives 0.12% (n = 190,000);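 also: 0% = wells without compound plus tracer and 100% = blocker peptide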
Bcl-B Bim block: inhibitors of Bim-Bcl-B interaction, human | Q9HD36 | bead-based flow cytometry, Bim peptide-Bcl-B binding | inhibition, % at 10 µM | actives 0.073% (n = 190,000) | AID 951;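 also: 0% = tracer peptide without compound and 100% = reference inhibitor peptide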
Target sequence (Q9HD36 whole entry, looked up): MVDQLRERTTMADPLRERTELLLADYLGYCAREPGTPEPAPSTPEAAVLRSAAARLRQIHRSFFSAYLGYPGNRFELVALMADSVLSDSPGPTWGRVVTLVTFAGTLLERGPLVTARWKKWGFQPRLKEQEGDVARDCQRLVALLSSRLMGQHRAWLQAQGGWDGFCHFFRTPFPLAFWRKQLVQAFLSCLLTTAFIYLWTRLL
Bim-Bcl-XL: human Bim-Bcl-XL interaction inhibition. actives 0.04% (n = 190,000). inhibition, % at 10 µM. Bim peptide-Bcl-XL binding, bead flow cytometry, fluorescence. Q07817
Target sequence (Q07817 whole entry, looked up): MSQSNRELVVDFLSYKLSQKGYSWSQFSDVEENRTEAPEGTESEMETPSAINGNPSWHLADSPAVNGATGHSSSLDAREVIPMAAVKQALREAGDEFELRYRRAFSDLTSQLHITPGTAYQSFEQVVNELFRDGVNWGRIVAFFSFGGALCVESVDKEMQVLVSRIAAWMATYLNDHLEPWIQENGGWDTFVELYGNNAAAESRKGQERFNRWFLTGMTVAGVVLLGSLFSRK
Bim-Bcl-2: disrupts Bim peptide binding to human Bcl-2; actives 0.06% (n = 190,000); P10415; inhibition, % at 10 µM; Bead-based flow cytometry, Bim peptide-Bcl-2 binding; in the data active = inhibition above about 40%; inconclusive = no clear call, values can overlap the other calls;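 also: 0% = no compound wells with probe peptide and 100% = reference peptide inhibitor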
Bim-Mcl-1: human Bim-Mcl-1 interaction inhibition; actives 0.1% (n = 190,000); inhibition, % at 10 µM; Bead-based flow cytometry, Bim peptide-Mcl-1 binding; Q07820; AID 1009;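 also: 0% = no compound tracer wells and 100% = peptide blocker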
Bim-Bcl-W: disrupts Bim peptide binding to human Bcl-W; inhibition, % at 10 µM; bead-based flow cytometry; actives 0.02% (n = 190,000);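 also: 0% = bound tracer without compound and 100% = peptide blocker; higher means less fluorescent Bim peptide bound to Bcl-W beads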
* = called active by the depositor. Rule as the data show it, unless noted: active = inhibition above about 40%.

O=C(Cn1cccc1C(=O)c1ccccc1)NCc1cccc(Cl)c1 was read as ABCB1 block 0.1, RGS4-Gao reg 97, RGS8-Gao reg 100, RGS7-Gao reg 96, ABCG2 block 2, Bfl-1 Bim block -4, Bcl-B Bim block -3, Bim-Bcl-XL -3, Bim-Bcl-2 -3, Bim-Mcl-1 0 and Bim-Bcl-W -2.
S=C(NC1CCCC1)N1CCN(c2ccc(Cl)cc2)CC1 was read as ABCB1 block -0.4, RGS4-Gao reg 101, RGS8-Gao reg 102, RGS7-Gao reg 101, ABCG2 block 11, Bfl-1 Bim block 0, Bcl-B Bim block -25, Bim-Bcl-XL 1, Bim-Bcl-2 -1, Bim-Mcl-1 2 and Bim-Bcl-W 0.
`Cc1ccc(-c2nn(CC(=O)NCc3ccccn3)c(=O)c3ccccc23)cc1S(=O)(=O)N(C)C` gave ABCB1 block 0.1, RGS4-Gao reg 101, RGS8-Gao reg 103, RGS7-Gao reg 110, ABCG2 block 0, Bfl-1 Bim block -12, Bcl-B Bim block -6, Bim-Bcl-XL -2, Bim-Bcl-2 -7, Bim-Mcl-1 -2 and Bim-Bcl-W -2.
Screening Cc1ccccc1Oc1nnc(-c2cccs2)c2ccccc12 returned ABCB1 block 5.0, RGS4-Gao reg 99, RGS8-Gao reg 98, RGS7-Gao reg 98, ABCG2 block 34, Bfl-1 Bim block -11, Bcl-B Bim block -5, Bim-Bcl-XL -3, Bim-Bcl-2 -5, Bim-Mcl-1 -3 and Bim-Bcl-W -3.
Screening CC(C)(C)NC(=O)Cc1ccc(Cl)c(Cl)c1 returned ABCB1 block 0.7, RGS4-Gao reg 102, RGS8-Gao reg 103, RGS7-Gao reg inconclusive, ABCG2 block 5, Bfl-1 Bim block -3, Bcl-B Bim block -2, Bim-Bcl-XL 0, Bim-Bcl-2 -4, Bim-Mcl-1 0 and Bim-Bcl-W -5.
Screening COC(=O)CN(c1nc(C)cc(OC)n1)S(=O)(=O)c1ccc(C)cc1 returned ABCB1 block 0.1, RGS4-Gao reg 98, RGS8-Gao reg 101, RGS7-Gao reg 100, ABCG2 block 0, Bfl-1 Bim block -24, Bcl-B Bim block -13, Bim-Bcl-XL -12, Bim-Bcl-2 -9, Bim-Mcl-1 -11 and Bim-Bcl-W -5.
Screening CN(CC(=O)Nc1ccccc1Sc1ccccc1)C1CCCCC1 returned ABCB1 block 0.3, RGS4-Gao reg 99, RGS8-Gao reg 99, RGS7-Gao reg 99, ABCG2 block -1, Bfl-1 Bim block -4, Bcl-B Bim block -3, Bim-Bcl-XL -2, Bim-Bcl-2 0, Bim-Mcl-1 -1 and Bim-Bcl-W -2.
Screening C=CCn1c(C(C)NC(=O)c2ccc(C)cc2)n[nH]c1=S (stereo not drawn) returned ABCB1 block 0.6, RGS4-Gao reg 101, RGS8-Gao reg 102, RGS7-Gao reg 104, ABCG2 block 4, Bfl-1 Bim block -3, Bcl-B Bim block -8, Bim-Bcl-XL -9, Bim-Bcl-2 0, Bim-Mcl-1 -2 and Bim-Bcl-W -3.
For CC(C)C(=O)Nc1nnc(SCC(=O)NCc2ccco2)s1 the results were ABCB1 block -0.1, RGS4-Gao reg 101, RGS8-Gao reg 100, RGS7-Gao reg 100, ABCG2 block -9, Bfl-1 Bim block 2, Bcl-B Bim block 0, Bim-Bcl-XL -5, Bim-Bcl-2 0, Bim-Mcl-1 -2 and Bim-Bcl-W -6.
`CC(=O)c1cc(OC(=O)c2ccncc2)ccc1OC(=O)c1ccncc1` gave ABCB1 block 0.5, RGS4-Gao reg 96, RGS8-Gao reg 101, RGS7-Gao reg 94, ABCG2 block 5, Bfl-1 Bim block -11, Bcl-B Bim block -8, Bim-Bcl-XL 0, Bim-Bcl-2 -8, Bim-Mcl-1 -3 and Bim-Bcl-W 0.
Screening COCc1cc(CN2CCCC(CNC(=O)c3ccc(F)cc3)C2)ccc1OC (stereo not drawn) returned ABCB1 block 2.6, RGS4-Gao reg 101, RGS8-Gao reg 103, RGS7-Gao reg 100, ABCG2 block 9, Bfl-1 Bim block 1, Bcl-B Bim block 11, Bim-Bcl-XL 0, Bim-Bcl-2 2, Bim-Mcl-1 40* and Bim-Bcl-W 2.
`COc1ccc(NC(=O)COC(=O)CNS(=O)(=O)c2ccc(F)c(F)c2F)cc1OC` gave ABCB1 block -0.2, RGS4-Gao reg 113, RGS8-Gao reg 107, RGS7-Gao reg 109, ABCG2 block 8, Bfl-1 Bim block -6, Bcl-B Bim block -1, Bim-Bcl-XL -4, Bim-Bcl-2 -7, Bim-Mcl-1 -9 and Bim-Bcl-W -4.
Screening CCOc1ccc(Oc2c(C)oc3cc(O)ccc3c2=O)cc1 returned ABCB1 block 1.1, RGS4-Gao reg 100, RGS8-Gao reg 100, RGS7-Gao reg 101, ABCG2 block 3, Bfl-1 Bim block 2, Bcl-B Bim block 0, Bim-Bcl-XL 0, Bim-Bcl-2 0, Bim-Mcl-1 -2 and Bim-Bcl-W -4.
For NC1=Nc2cccc3cccc1c23 the results were ABCB1 block -1.4, RGS4-Gao reg 106, RGS8-Gao reg 104, RGS7-Gao reg 102, ABCG2 block -5, Bfl-1 Bim block -4, Bcl-B Bim block -5, Bim-Bcl-XL -1, Bim-Bcl-2 2, Bim-Mcl-1 1 and Bim-Bcl-W -2.
CN1CCN(S(=O)(=O)c2ccc(Sc3nc4ccccc4[nH]3)c3nsnc23)CC1 was read as ABCB1 block 1.7, RGS4-Gao reg 95, RGS8-Gao reg 99, RGS7-Gao reg 94, ABCG2 block 2, Bfl-1 Bim block -15, Bcl-B Bim block -4, Bim-Bcl-XL -2, Bim-Bcl-2 -5, Bim-Mcl-1 3 and Bim-Bcl-W 0.
`Cc1cc(NCc2ccc(F)cc2Cl)n2nnnc2n1` gave ABCB1 block 0.5, RGS4-Gao reg 100, RGS8-Gao reg 97, RGS7-Gao reg 100, ABCG2 block 6, Bfl-1 Bim block -5, Bcl-B Bim block -4, Bim-Bcl-XL -2, Bim-Bcl-2 -4, Bim-Mcl-1 0 and Bim-Bcl-W 0.
`COc1ccc(CNC(=O)c2cc3c(=O)[nH]c4ccccc4c3n2C)cc1` gave ABCB1 block 0.6, RGS4-Gao reg 97, RGS8-Gao reg 101, RGS7-Gao reg inconclusive, ABCG2 block 6, Bfl-1 Bim block -5, Bcl-B Bim block 0, Bim-Bcl-XL 0, Bim-Bcl-2 0, Bim-Mcl-1 1 and Bim-Bcl-W 0.
Screening COc1ccc(-c2cn3cccnc3n2)cc1Br returned ABCB1 block -0.1, RGS4-Gao reg 99, RGS8-Gao reg 102, RGS7-Gao reg 98, ABCG2 block 1, Bfl-1 Bim block -3, Bcl-B Bim block -5, Bim-Bcl-XL -6, Bim-Bcl-2 -1, Bim-Mcl-1 -5 and Bim-Bcl-W -3.
Screening CCCCn1c(N)c(N2CCOCC2)c(=O)n(CC(=O)NC(C)c2ccccc2)c1=O (stereo not drawn) returned ABCB1 block 0.4, RGS4-Gao reg 95, RGS8-Gao reg 97, RGS7-Gao reg inconclusive, ABCG2 block 2, Bfl-1 Bim block -4, Bcl-B Bim block -3, Bim-Bcl-XL -1, Bim-Bcl-2 -6, Bim-Mcl-1 -1 and Bim-Bcl-W -2.
Cc1ccc(OCC(=O)N/N=C\c2ccncc2)c(C)c1 was read as ABCB1 block 0.8, RGS4-Gao reg 106, RGS8-Gao reg 111, RGS7-Gao reg 105, ABCG2 block 15, Bfl-1 Bim block 7, Bcl-B Bim block 9, Bim-Bcl-XL 12, Bim-Bcl-2 6, Bim-Mcl-1 6 and Bim-Bcl-W 9.

In the list so far, two have two or more sulfur atoms:
For CC(C)C(=O)Nc1nnc(SCC(=O)NCc2ccco2)s1 the results were ABCB1 block -0.1, RGS4-Gao reg 101, RGS8-Gao reg 100, RGS7-Gao reg 100, ABCG2 block -9, Bfl-1 Bim block 2, Bcl-B Bim block 0, Bim-Bcl-XL -5, Bim-Bcl-2 0, Bim-Mcl-1 -2 and Bim-Bcl-W -6.
CN1CCN(S(=O)(=O)c2ccc(Sc3nc4ccccc4[nH]3)c3nsnc23)CC1 was read as ABCB1 block 1.7, RGS4-Gao reg 95, RGS8-Gao reg 99, RGS7-Gao reg 94, ABCG2 block 2, Bfl-1 Bim block -15, Bcl-B Bim block -4, Bim-Bcl-XL -2, Bim-Bcl-2 -5, Bim-Mcl-1 3 and Bim-Bcl-W 0.

The list continues.
CCN(CC)S(=O)(=O)c1ccc(NC(=O)C2CCCO2)cc1 (stereo not drawn) was read as ABCB1 block -0.3, RGS4-Gao reg 100, RGS8-Gao reg 99, RGS7-Gao reg 99, ABCG2 block 0, Bfl-1 Bim block 0, Bcl-B Bim block -4, Bim-Bcl-XL 0, Bim-Bcl-2 -1, Bim-Mcl-1 0 and Bim-Bcl-W 0.
Screening Cc1ccc(C)c(N2CCN(C(=O)CCCOc3cc(=O)n(C)c4ccccc34)CC2)c1 returned ABCB1 block 0.8, RGS4-Gao reg 102, RGS8-Gao reg 101, RGS7-Gao reg 107, ABCG2 block 4, Bfl-1 Bim block -13, Bcl-B Bim block -3, Bim-Bcl-XL -1, Bim-Bcl-2 -1, Bim-Mcl-1 3 and Bim-Bcl-W 0.
Screening O=C(NNC(=S)NCCCN1CCOCC1)c1ccncc1 returned ABCB1 block 1.0, RGS4-Gao reg 98, RGS8-Gao reg 98, RGS7-Gao reg 102, ABCG2 block 1, Bfl-1 Bim block -2, Bcl-B Bim block -2, Bim-Bcl-XL 1, Bim-Bcl-2 0, Bim-Mcl-1 3 and Bim-Bcl-W 3.
Screening CC(C)CCNc1nc2c(cc1C#N)COC(C)(C)C2 returned ABCB1 block 0.5, RGS4-Gao reg 102, RGS8-Gao reg 102, RGS7-Gao reg 105, ABCG2 block 4, Bfl-1 Bim block -3, Bcl-B Bim block 0, Bim-Bcl-XL -1, Bim-Bcl-2 -4, Bim-Mcl-1 0 and Bim-Bcl-W -1.
CCSCc1nnc(SCC(=O)Nc2nc(C)cs2)n1C was read as ABCB1 block -1.0, RGS4-Gao reg 98, RGS8-Gao reg 99, RGS7-Gao reg 96, ABCG2 block 0, Bfl-1 Bim block 5, Bcl-B Bim block 0, Bim-Bcl-XL -9, Bim-Bcl-2 -2, Bim-Mcl-1 -2 and Bim-Bcl-W -5.
`COc1ccc(N2CCN(C(=O)c3cccc4nc(C)oc34)CC2)cc1` gave ABCB1 block -0.2, RGS4-Gao reg 22*, RGS8-Gao reg 15*, RGS7-Gao reg 19*, ABCG2 block 0, Bfl-1 Bim block -5, Bcl-B Bim block -11, Bim-Bcl-XL -2, Bim-Bcl-2 0, Bim-Mcl-1 0 and Bim-Bcl-W -1.
`COc1ccc(C(=O)N2CCN(S(=O)(=O)c3cc(Cl)ccc3OC)CC2)cc1` gave ABCB1 block 0.7, RGS4-Gao reg 104, RGS8-Gao reg 100, RGS7-Gao reg 100, ABCG2 block 2, Bfl-1 Bim block -10, Bcl-B Bim block -5, Bim-Bcl-XL 6, Bim-Bcl-2 -6, Bim-Mcl-1 1 and Bim-Bcl-W 10.
For COc1ccc(-n2c(=O)cc(N3CCN(c4ccccc4F)CC3)[nH]c2=O)cc1 the results were ABCB1 block -0.9, RGS4-Gao reg 101, RGS8-Gao reg 99, RGS7-Gao reg 96, ABCG2 block -1, Bfl-1 Bim block -6, Bcl-B Bim block -8, Bim-Bcl-XL -10, Bim-Bcl-2 -7, Bim-Mcl-1 -2 and Bim-Bcl-W 0.
